MBD2 inh: blocks human MBD2 binding to methylated DNA | Q9UBB5 | TR-FRET, MBD2 binding to methylated oligonucleotide | inhibition, % at 4.4 µM | 370,000 compounds, 0.31% hits | AID 686964; in the data active means inhibition above about 13%
Rev-erbA mod: modulates human Rev-erb alpha binding to DNA; P20393; Rev-erbα–FITC-DNA binding, fluorescence polarization, 90 min; activity, % at 10 µM; 370,000 compounds, 0.79% hits; AID 1259318;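 active means activity above about 14%, limit read from the data; passing the limit was not always enough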;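 further: 0% = DMSO wells with 35 nM protein and 100% = DMSO wells with 750 nM protein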
DAX1 inh-1: inhibits human nuclear receptor DAX1; HEK293 Gal4-DAX1 luciferase reporter, luminescence; 340,000 compounds, 0.99% hits; P51843; inhibition, % at 6.75 µM; AID 504766;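 active means inhibition above the mean over all tested compounds plus 3 SD, cut at about 4.2% in these data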;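 further: 0% = DAX1-transfected cells with DMSO and 100% = empty-vector control cells with DMSO; inhibition shows as a rise in luminescence from relieved DAX1 repression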
SMARCA2 act: SMARCA2 function activation, primary screen; AID 652017; MG213 cells, MMTV-luciferase reporter, dexamethasone, overnight; activation, % at 9.1 µM; 370,000 compounds, 1% hits; in the data active means activation above about 7.8%;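 further: 0% = vehicle wells and 100% = reference activator wells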
hgDAF12 agonist: activates the H. glycines DAF-12 receptor ligand-binding domain. HEK293 GAL4-hgDAF12 UAS-luciferase reporter, agonist luminescence; normalized to butyrate control. activation, % at 6.8 µM. 370,000 compounds, 1.8% hits. AID 687014;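 active means activation above a cutoff set at the mean of all screened compounds plus 3 SD, cut at about 10% in these data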;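 further: 0% = DMSO wells and 100% = sodium butyrate wells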
ADAM17 inh: ADAM17 inhibition, QFRET primary screen. 370,000 compounds, 0.83% hits. P78536. AID 720648. inhibition, % at 6.95 µM. recombinant ADAM17, EDANS/DABCYL FRET peptide cleavage;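 active means inhibition above the mean of compounds lying between control limits plus 3 SD, set per campaign, cut at about 8.5% in these data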;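 further: 0% = DMSO-only wells as the low control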
Target sequence (P78536 215-824 limits assumed): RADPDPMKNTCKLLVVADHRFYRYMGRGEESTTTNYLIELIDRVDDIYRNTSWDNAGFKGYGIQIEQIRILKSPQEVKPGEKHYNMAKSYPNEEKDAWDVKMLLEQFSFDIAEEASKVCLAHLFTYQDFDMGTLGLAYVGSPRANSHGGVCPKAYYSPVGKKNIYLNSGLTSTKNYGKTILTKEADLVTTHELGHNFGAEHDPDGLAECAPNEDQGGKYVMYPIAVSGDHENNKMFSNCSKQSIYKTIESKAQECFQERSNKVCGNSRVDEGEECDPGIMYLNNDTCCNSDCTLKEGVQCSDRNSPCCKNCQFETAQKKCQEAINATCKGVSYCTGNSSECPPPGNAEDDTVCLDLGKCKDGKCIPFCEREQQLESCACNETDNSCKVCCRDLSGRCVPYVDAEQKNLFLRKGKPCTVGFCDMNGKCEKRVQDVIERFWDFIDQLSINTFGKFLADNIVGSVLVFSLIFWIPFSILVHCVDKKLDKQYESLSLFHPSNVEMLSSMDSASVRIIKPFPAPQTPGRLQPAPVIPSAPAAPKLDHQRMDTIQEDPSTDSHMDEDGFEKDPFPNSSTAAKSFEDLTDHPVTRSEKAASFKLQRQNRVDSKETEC
DAX1 inh-2: DAX1 (NR0B1) inhibition, primary screen. HEK293T StAR-luciferase reporter, SF-1/DAX-1 repression relief. inhibition, % at 6.8 µM. 370,000 compounds, 1.1% hits. AID 652010;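 active means inhibition above the mean over all tested compounds plus 3 SD, cut at about 3.6% in these data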;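 further: 0% = DAX-1 cells with DMSO and 100% = cells lacking DAX-1 with DMSO; higher inhibition means more luminescence from relief of DAX-1 repression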
PLC-gamma1 inh: PLC-gamma1 (human) inhibition, primary screen; 370,000 compounds, 0.84% hits; AID 720700; P19174; inhibition, % at 12.2 µM; purified PLC-gamma1, fluorogenic substrate, fluorescence; in the data active means inhibition above about 9.5%
PLCb3 inh: blocks human PLC-beta3 enzyme activity. inhibition, % at 12.2 µM. 370,000 compounds, 0.18% hits. Purified PLC-beta3, fluorogenic substrate, fluorescence. AID 720704; in the data active means inhibition above about 11%;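 further: 0% = median of compound wells on plate and 100% = full blocker control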
hcDAF-12 act: activators of H. contortus DAF-12 nuclear receptor. HEK293 hcDAF-12 lit1-tk-luc reporter, luminescence; 0% DMSO, 100% Δ7-dafachronic acid. activation, % at 6.8 µM. 370,000 compounds, 1.4% hits;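 active means activation above the mean of all tested compounds plus 3 SD, cut at about 5.5% in these data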;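 further: 100% = response to 3 µM Δ7-dafachronic acid high control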
ssDAF-12 act: activates DAF-12 receptor from parasite S. stercoralis; HEK293 ssDAF-12/GRIP1 lit1-tk-luc reporter, luminescence; % of 3 µM dafachronic acid response; activation, % at 6.8 µM; 370,000 compounds, 1% hits;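 active means activation above the mean over all tested compounds plus 3 SD, cut at about 0.9% in these data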;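 further: 0% = DMSO-only wells and 100% = 3 µM delta7-dafachronic acid wells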
Numbers without * were called inactive; . = no result given.

Every second line gives: MBD2 inh, Rev-erbA mod, DAX1 inh-1, SMARCA2 act, hgDAF12 agonist, ADAM17 inh, DAX1 inh-2, PLC-gamma1 inh, PLCb3 inh, hcDAF-12 act, ssDAF-12 act
CCOc1cc(/C=C(\C#N)C(N)=O)ccc1OCc1c(C)no[n+]1[O-]
    2, 0, 1.2, -2, -2.4, -4, -1.2, 2, -3, -1.1, -0.7
COC(=O)c1ccc(CS(=O)(=O)c2ccccc2C)o1
    -3, -5, 1.2, -4, -1.8, 4, -0.1, 3, 1, -1.1, -1.1
CC(C)c1ccc(/C=C/C(=O)CCC(=O)O)cc1
    2, 1, -0.4, -4, 7.0, -5, 1.2, -1, -2, -1.5, -1.1
CCOC(=O)CNC(=O)C(NC(=O)C1CCC(C)CC1)C(C)CC (centres undefined)
    0, 3, 0.7, -3, -0.4, -2, -0.1, 0, 0, -1.6, -0.9
Cc1ccc(-c2cnc(C(O)c3cc(Cl)cc(Cl)c3)[nH]2)cc1 (centres undefined)
    0, -7, ., -4, -1.8, 4, -0.2, 3, 5, -1.5, -0.9
O=C(NCCC1CCCCN1S(=O)(=O)c1ccccc1)C(=O)NCc1ccc(F)cc1 (centres undefined)
    -3, -2, 0.1, -4, -1.6, -1, 0.5, -1, -3, 0.1, -2.0
COc1ccc2c(c1)sc1nc(=O)ccn12
    1, 0, -0.7, 2, 3.5, -54, 0.8, -52, -70, -0.8, -0.9
Cc1nn(-c2ccccc2)c(Cl)c1/C=N/NC(=O)c1cccc(S(=O)(=O)N2CCCC2)c1
    2, -10, -1.2, -2, 0.7, -5, 0.5, -1, 1, 2.2, -0.5
COc1ccc(Br)cc1CNC(=O)C1CCN(c2nnc(N3CCCC3=O)s2)CC1
    2, -1, 0.2, 0, 1.1, -2, 0.0, -1, -8, -0.9, -0.5
O=c1oc2ccccc2cc1-c1nnc(-c2cccc(Br)c2)o1
    0, 6, 0.7, -3, 1.8, -8, -0.4, -7, -9, -0.9, -1.5
COc1ccccc1-c1cc(C(F)(F)F)nc(S(=O)(=O)CCCC(=O)Nc2cc(C)on2)n1
    0, 2, -0.9, 0, 1.7, -4, -0.1, -8, -10, -0.1, -1.4
COc1ccc(S(=O)(=O)N2CCN(S(=O)(=O)c3ccc4c(c3)OCCO4)CC2)cc1
    0, -3, 1.8, 0, 1.9, -4, 0.0, 2, 1, -1.7, -0.9
Cn1cccc1P(=O)(c1cccn1C)c1cccn1C
    -1, 0, 0.1, -2, 0.3, -1, 0.5, -2, 3, 2.8, -1.1
[O-]/[N+](=C\c1ccncc1)c1ccccc1
    -3, 4, 1.6, 2, 1.9, -3, 1.0, -1, -3, 1.5, -0.3
COc1ccc(N2CCN(S(=O)(=O)c3ccc4c(c3)NC(=O)CC(=O)N4)CC2)cc1
    -5, -4, 0.4, -1, -0.4, -5, 0.3, 2, 0, 0.6, -1.4

12 entries from above, arranged by SMILES length, falling:
Every second line gives: MBD2 inh, Rev-erbA mod, DAX1 inh-1, SMARCA2 act, hgDAF12 agonist, ADAM17 inh, DAX1 inh-2, PLC-gamma1 inh, PLCb3 inh, hcDAF-12 act, ssDAF-12 act
Cc1nn(-c2ccccc2)c(Cl)c1/C=N/NC(=O)c1cccc(S(=O)(=O)N2CCCC2)c1
    2, -10, -1.2, -2, 0.7, -5, 0.5, -1, 1, 2.2, -0.5
COc1ccccc1-c1cc(C(F)(F)F)nc(S(=O)(=O)CCCC(=O)Nc2cc(C)on2)n1
    0, 2, -0.9, 0, 1.7, -4, -0.1, -8, -10, -0.1, -1.4
COc1ccc(S(=O)(=O)N2CCN(S(=O)(=O)c3ccc4c(c3)OCCO4)CC2)cc1
    0, -3, 1.8, 0, 1.9, -4, 0.0, 2, 1, -1.7, -0.9
COc1ccc(Br)cc1CNC(=O)C1CCN(c2nnc(N3CCCC3=O)s2)CC1
    2, -1, 0.2, 0, 1.1, -2, 0.0, -1, -8, -0.9, -0.5
CCOc1cc(/C=C(\C#N)C(N)=O)ccc1OCc1c(C)no[n+]1[O-]
    2, 0, 1.2, -2, -2.4, -4, -1.2, 2, -3, -1.1, -0.7
Cc1ccc(-c2cnc(C(O)c3cc(Cl)cc(Cl)c3)[nH]2)cc1 (centres undefined)
    0, -7, ., -4, -1.8, 4, -0.2, 3, 5, -1.5, -0.9
CCOC(=O)CNC(=O)C(NC(=O)C1CCC(C)CC1)C(C)CC (centres undefined)
    0, 3, 0.7, -3, -0.4, -2, -0.1, 0, 0, -1.6, -0.9
O=c1oc2ccccc2cc1-c1nnc(-c2cccc(Br)c2)o1
    0, 6, 0.7, -3, 1.8, -8, -0.4, -7, -9, -0.9, -1.5
COC(=O)c1ccc(CS(=O)(=O)c2ccccc2C)o1
    -3, -5, 1.2, -4, -1.8, 4, -0.1, 3, 1, -1.1, -1.1
CC(C)c1ccc(/C=C/C(=O)CCC(=O)O)cc1
    2, 1, -0.4, -4, 7.0, -5, 1.2, -1, -2, -1.5, -1.1
[O-]/[N+](=C\c1ccncc1)c1ccccc1
    -3, 4, 1.6, 2, 1.9, -3, 1.0, -1, -3, 1.5, -0.3
COc1ccc2c(c1)sc1nc(=O)ccn12
    1, 0, -0.7, 2, 3.5, -54, 0.8, -52, -70, -0.8, -0.9

(continued)
Every second line gives: MBD2 inh, Rev-erbA mod, DAX1 inh-1, SMARCA2 act, hgDAF12 agonist, ADAM17 inh, DAX1 inh-2, PLC-gamma1 inh, PLCb3 inh, hcDAF-12 act, ssDAF-12 act
COc1ccc(Cn2c(SC)nc3ccccc32)cc1[N+](=O)[O-]
    -4, 0, -1.4, -3, -1.2, 8.7*, -1.7, 4, 1, -2.4, -2.0
O=C(NNC(=O)c1cc2cc(Br)ccc2oc1=O)c1ccc(O)cc1O
    2, 3, -0.5, -2, 1.7, 1, -0.3, -2, -5, -0.1, -0.6
CC(Oc1ccccc1[N+](=O)[O-])C(=O)N/N=C/c1ccoc1 (centres undefined)
    -7, 2, -0.7, 1, -2.0, 2, 6.5*, 7, -2, -2.0, -0.6
Cc1cc(C)n(-c2nc(NC(C)(C)C)nc(NC(C)(C)C)n2)n1
    -2, 0, -1.1, 0, 0.3, -3, -0.6, 1, 2, -0.6, -0.6
Cc1cc(C)cc(-n2nnnc2SCC(=O)N2CCOCC2)c1
    2, 1, 0.5, 2, -2.0, -3, 0.0, 6, 1, -1.8, -0.9
COc1cc(/C=N/NS(=O)(=O)c2ccc(C)cc2)ccc1OCc1cccc(C(=O)O)c1
    1, 5, -8.1, 9.5*, 10*, -1, 1.5, 0, 0, 2.5, -0.4
COc1ccc(C(=O)Nc2ccnn2C2CCN(C(=O)c3cc(C)on3)CC2)cc1
    3, -1, 1.3, -1, 2.1, -2, 1.7, 0, -2, -0.2, -0.7
CC#CCN(Cc1ccco1)C(=O)C1CCC(=O)N(CCc2cccc(F)c2)C1 (centres undefined)
    -2, -6, 2.5, -2, 0.7, -3, -0.2, -5, -1, -1.1, -1.4

An excerpt from above with just DAX1 inh-2:
Structure | DAX1 inh-2
COc1cc(/C=N/NS(=O)(=O)c2ccc(C)cc2)ccc1OCc1cccc(C(=O)O)c1 | 1.5
COc1ccc(C(=O)Nc2ccnn2C2CCN(C(=O)c3cc(C)on3)CC2)cc1 | 1.7
